High-throughput results: PubChem, NCI
NCI-60 one-dose screen, 48 h, at 10 µM unless noted. Numbers give growth in % (100 = growth as untreated, 0 = no growth, -100 = all killed).
PC-3 = PC-3 prostate cancer cells; actives 3.9% (n = 80,000); AID 1794754
DU-145 = DU-145 prostate cancer; actives 4.2% (n = 81,000)
OVCAR-8 = OVCAR-8 ovarian cancer; actives 4.4% (n = 81,000); AID 1794782
OVCAR-4 = OVCAR-4 ovarian cancer cells; actives 3.7% (n = 80,000)
SF-268 = SF-268 CNS cancer cells. actives 3.1% (n = 82,000)
OVCAR-5 = OVCAR-5 ovarian cancer | actives 2.9% (n = 82,000) | AID 1794783
OVCAR-3 = OVCAR-3 ovarian cancer | actives 7% (n = 79,000) | AID 1794787
U251 = U251 CNS tumor cells. actives 5.4% (n = 80,000). AID 1794753
SK-OV-3 = SK-OV-3 ovarian cancer cells. actives 3.2% (n = 80,000). AID 1794785
The depositor's hits bear a star; . = not tested or not shown; & = joins results of further samples; [ ] = another dose, or the depositor's remark. Rule for the calls: active = growth percent below 10; inactive = the rest.

SMILES	PC-3	DU-145	OVCAR-8	OVCAR-4	SF-268	OVCAR-5	OVCAR-3	U251	SK-OV-3
O=C(NCCCCCCNC(=O)OCc1ccc2c(Cl)cc(Cl)c(O)c2n1)OCc1ccc2c(Cl)cc(Cl)c(O)c2n1	-46*	-50*	-33*	-57*	-51*	-90*	-74*	-92*	43
OCC(F)(F)C(F)(F)C(F)(F)CO	95	114	104	105	114	106	117	99	107
Cc1ccc(N/N=C/c2cn(-c3ccc(C(=O)O)cc3)nc2-c2cc3ccccc3oc2=O)cc1	87	105	103	122	92	95	104	117	103
Brc1ccc(-c2csc(NN=C3c4ccccc4-c4ccccc43)n2)cc1	82	108	96	87	99	105	106	93	65
Cc1c[n+](C)cc2c(=O)n(-c3ccccc3)n(C)c12	93	108	100	101	99	105	115	97	94
O=C1C(Cl)=C(Nc2ccc(Nc3ccccc3)c(NC3=C(Cl)C(=O)c4ccccc4C3=O)c2)C(=O)c2ccccc21	48	104	71	55	73	141	.	33	81
COc1ccc(Oc2nc(NC3CCCC3)nc(Sc3ccc(OC)cc3)n2)cc1	43	92	65	74	56	91	77	44	83
O=C(Nc1ccccc1)Nc1ccc(F)cc1	106	107	107	95	98	103	100	91	126
Nc1ncc(-c2ccc3ncnc(N4CCc5ccc(Cl)cc54)c3c2)cn1	8.8*	10	4.3*	2.2*	11	7.0*	3.2*	9.3*	-22*
CC(=O)N(C)SCC(NC(=O)C(Cc1ccccc1)NC(=O)OCc1ccccc1)C(=O)NC(Cc1ccccc1)C(=O)NC(Cc1cn(C=O)c2ccccc12)C(=O)NC(CCCCNC(=O)OCc1ccccc1)C(=O)NC(C(=O)NC(CSN(C)C(C)=O)/C(O)=N\O)C(C)OCc1ccccc1 (stereo not given)	86	117	96	97	101	118	109	94	114
Nc1ccccc1CO	86	114	102	100	102	97	103	92	98
O=C(CO)C1CC2C=CC1C2 (stereo not given)	86	103	99	107	92	110	102	96	100
COC(=O)c1cc2oc(/C=N/NC(=O)c3cc4oc(-c5cccc(C(F)(F)F)c5)cc4[nH]3)cc2n1Cc1ccccc1	90	111	75	104	85	107	111	101	110
Cc1c(C(=O)Nc2nc(-c3ccccc3)cs2)nnn1-c1cccc2ccccc12	54[50 µM]	65[50 µM]	51[50 µM]	24[50 µM]	73[50 µM]	87[50 µM]	72[50 µM]	73[50 µM]	.
CC1=CC[C@@H]2CC[C@]3(C)[C@H](CC[C@@H]4[C@@]5(C)CCCNC(C)(C)[C@@H]5CC[C@]43C)[C@H]2[C@@H]1C	28	-7.3*	-87*	-41*	40	41	-29*	-91*	103
O=C(OCC1COC(c2ccccc2)(c2ccccc2)O1)c1ccccc1 (stereo not given)	92	117	103	104	103	97	110	101	113
O=C1c2ccccc2C(=O)N1CCCCCCN1C(=O)c2ccccc2C1=O	110	117	112	.	113	100	123	104	111
CCn1c(Sc2nnc(NC(=O)c3ccccc3)s2)nc2c1c(=O)n(C)c(=O)n2C	100	97	108	94	89	89	98	105	.
CCCCCC/C=C1\CCC(CN2CCCC2)C1=O (stereo not given)	90	107	106	109	102	135	103	.	110
CCCCCCCCCCCCCCCCCCNC(=S)N/N=C/c1ccc(O)c(OCC)c1	89	117	98	107	106	102	117	99	114
O=C(NCc1ccco1)C1CN(c2ccc(Cl)cc2)N(c2ccc(Cl)cc2)C1=O (stereo not given)	27	70	66	58	51	82	3.6*	34	.
NC(=O)C(CCCCN1CCCCC1)(c1ccccc1)c1ccccc1	99	125	98	106	116	105	127	99	99
Nc1nc(S)cc(=O)[nH]1	99	103	107	108	102	107	110	100	106
C=C1CCC2C(C)(CO)C(O)CCC2(C)C1C/C=C1/C(=O)OCC1O/C=C/c1ccccc1 (stereo not given)	59	83	55	63	97	93	76	84	125
O=C1c2cccc([N+](=O)[O-])c2C(=O)c2cccc(Cl)c21	91	111	96	104	99	92	104	86	109
CC(=O)OC(CCc1ccccc1)c1ccc(Cl)cc1 (stereo not given)	86	114	105	98	103	105	104	98	104
CCCCC/C=C\C/C=C/CCCCCCCC1=NC(C)(CO)CO1 (stereo not given)	89	105	98	.	105	104	108	.	99
CC1(C)CC(=O)C(c2c(-c3ccccc3)[nH]c3nc(N)[nH]c(=O)c23)=C(O)C1	87	121	99	108	103	99	119	89	119
CC1=C/C(=N\NC(=O)c2ccncc2)CC(C)(C)C1	90	115	103	.	115	104	129	100	109
O=C(Nc1ccccc1)C1=CNCCS1	76	96	97	90	82	117	102	96	88
N=c1n(Cc2ccccc2)c(N)cc(=O)n1Cc1ccccc1	37	-20*	20	34	2.6*	69	0.2*	25	21
O=c1c(-c2nc3ccccc3s2)cc2c(n1NS(=O)(=O)c1ccccc1)CCCC2	99	103	107	106	96	104	105	105	101
N#Cc1nc(-c2ccccc2)oc1S(N)(=O)=O	81	82	79	84	110	74	77	93	135
O=C(CN1CCN(c2ncnc3c2cnn3-c2ccccc2)CC1)Oc1cccc2ccccc12	79	111	99	84	108	101	101	100	96
COc1cc(C2C=C(c3ccc(Cl)cc3)N=C3SC(C)=CN32)cc(OC)c1OC (stereo not given)	89	100	94	77	104	85	103	85	118
COc1ccc(-c2cc(C(=O)OCc3ccc(Br)cc3)nn2-c2ccc(S(C)(=O)=O)cc2)cc1OC	72	86	87	73	66	98	80	86	84
Cc1ccc(S(=O)(=O)N/N=C2\CC(C)(C)OC2(C)C)cc1	98	112	102	108	108	102	114	103	110
COc1ccc(-c2cc(-c3cc(OC)c(OC)c(OC)c3)c(C#N)c(=O)n2CCCCCC(=O)Nc2ccccc2N)cc1	86	91	82	89	90	107	90	86	112
CCOC(=O)CSC1=C(C)C(=O)c2ccccc2C1=O	90	114	99	92	100	113	85	97	109
CC(=O)C(N=Nc1ccc(-c2ccc(N=NC(C(C)=O)C(=O)Nc3ccc(C)cc3C)c(Cl)c2)cc1Cl)C(=O)Nc1ccc(C)cc1C (stereo not given)	100	115	87	108	101	99	108	107	91

Some of these compounds in order of SMILES length, low to high:
SMILES	PC-3	DU-145	OVCAR-8	OVCAR-4	SF-268	OVCAR-5	OVCAR-3	U251	SK-OV-3
Nc1nc(S)cc(=O)[nH]1	99	103	107	108	102	107	110	100	106
O=C(Nc1ccccc1)C1=CNCCS1	76	96	97	90	82	117	102	96	88
N#Cc1nc(-c2ccccc2)oc1S(N)(=O)=O	81	82	79	84	110	74	77	93	135
CCOC(=O)CSC1=C(C)C(=O)c2ccccc2C1=O	90	114	99	92	100	113	85	97	109
CC1=C/C(=N\NC(=O)c2ccncc2)CC(C)(C)C1	90	115	103	.	115	104	129	100	109
N=c1n(Cc2ccccc2)c(N)cc(=O)n1Cc1ccccc1	37	-20*	20	34	2.6*	69	0.2*	25	21
Cc1ccc(S(=O)(=O)N/N=C2\CC(C)(C)OC2(C)C)cc1	98	112	102	108	108	102	114	103	110
O=C1c2cccc([N+](=O)[O-])c2C(=O)c2cccc(Cl)c21	91	111	96	104	99	92	104	86	109
O=C(NCc1ccco1)C1CN(c2ccc(Cl)cc2)N(c2ccc(Cl)cc2)C1=O (stereo not given)	27	70	66	58	51	82	3.6*	34	.
O=c1c(-c2nc3ccccc3s2)cc2c(n1NS(=O)(=O)c1ccccc1)CCCC2	99	103	107	106	96	104	105	105	101
C=C1CCC2C(C)(CO)C(O)CCC2(C)C1C/C=C1/C(=O)OCC1O/C=C/c1ccccc1 (stereo not given)	59	83	55	63	97	93	76	84	125

Other entries follow:
SMILES	PC-3	DU-145	OVCAR-8	OVCAR-4	SF-268	OVCAR-5	OVCAR-3	U251	SK-OV-3
COc1ccc(/C=C/C(=O)c2ccccc2)cc1Br	100	112	91	101	107	107	111	103	99
Cc1ccc(-c2nc(SCC(=O)c3ccc(Cl)cc3)[nH]c(=O)c2C#N)cc1	90	97	102	115	96	93	98	100	111
Cc1nc2[nH]c(=O)n(O)c(=O)c2s1	95	104	93	101	105	101	110	.	103
CCNCC(=O)Nc1cccc(Cl)c1	76	107	83	96	109	105	113	88	103
N#CC1c2ccccc2C=CN1C(=O)CCCl (stereo not given)	104	78	.	108	104	108	91	.	97
CC1CCCCN1 (stereo not given)	79&98	113&115	109&104	110&108	98&103	88&110	97&114	100&109	112&103
O=C(Nc1ccc(O)cc1)c1ccccc1O	90	106	94	.	99	103	105	94	.
CN(C)C(=S)NN=C(c1ccccn1)c1ccccn1	38	-19*	33	21	25	59	52	18	51
COc1ccc(-c2c3c(cc4ncn(Cc5ccccc5)c24)COC3=O)cc1	.	103	114	95	83	92	102	105	108
CNC(=O)c1cccc(Cn2nc(C)c(NC(=O)c3ccc(COc4ccc(C(F)(F)F)cc4C)cc3)c2C)c1	40	59	34	30	62	100	34	44	71
CC(C)(C)c1ccc(S(=O)(=O)N[C@H]2CC[C@H]3[C@@H]4CCc5cc(O)c([N+](=O)[O-])cc5[C@H]4CC[C@]23C)cc1	47	67	60	10	73	96	54	.	48
O=C1Cc2ccccc2C(=O)N1	95	112	56	63	97	96	76	86	99
COc1ccc2[nH]c(=O)c(CSc3cccc(Nc4nccc(-c5ccc6ccccc6c5)n4)c3)cc2c1	91	97	96	82	104	117	121	89	128
Cc1ccc(C(=N)c2ccccc2Cc2cccc3ccccc23)c(C)c1	71	106	87	86	131	91	124	95	122
CC1(/C=N/NC(N)=S)NC(=O)NC1=O (stereo not given)	93	107	98	109	102	102	109	95	87
CN1CCN=C1c1ccc(NC(=O)c2ccc(C(=O)Nc3ccc(C4=NCCN4C)cc3)c(N)c2)cc1	89	108	98	94	106	98	111	97	100
COC(=O)[C@H](c1ccccc1)N(C1CCN(C(=O)OC(C)(C)C)CC1)S(=O)(=O)NC(=O)OC(C)(C)C	72	102	107	96	91	90	98	103	96
c1ccc(-c2c3c(cn2CCN2CCOCC2)-c2oncc2CC3)cc1	97	107	106	99	95	88	111	107	110
COc1cccc(/C=C/C(=O)c2cccc(Nc3nc(Nc4ccccc4)nc(Nc4ccccc4)n3)c2)c1	73	85	78	84	95	89	77	54	101
Cc1[nH]c(C(=O)Nc2ccccc2OC2CCNCC2)c(Cl)c1Cl	43	16	1.6*	-73*	39	69	-78*	-4.3*	109
N#CC1(C#N)C2=C(CCCCC2)NC(c2cccs2)C1(C#N)C#N (stereo not given)	89	113	115	96	105	106	107	109	104
O=[N+]([O-])c1ccccc1NC1c2ccccc2Oc2ccccc21	56	58	73	99	41	77	3.3*	41	77
CCCCCCC(=O)OCC(=O)c1ccc(Br)cc1	90	109	89	130	88	107	98	87	98
Cc1ccc(-c2nc3nc(-c4ccccc4)nc(N4CCN(S(=O)(=O)c5ccc(C)cc5)CC4)c3o2)cc1	101	110	99	111	101	109	119	113	104
c1nc(C2OCCO2)sc1CN1CCOCC1	98	105	115	101	100	98	99	111	126
COc1ccc(Nc2nc(C)c(C(=O)O)s2)cc1	73	101	78	76	87	90	86	73	95
CC(=O)NS(=O)(=O)c1c([N+](=O)[O-])ncn1C	103	101	102	104	101	107	109	103	101
Nc1c(C(=O)Nc2cccc3cccnc23)sc2nc3c(cc12)CN(Cc1ccccc1)CC3	76	103	98	88	93	93	95	102	105
CC(=O)c1nn(-c2ccccc2)cc1C(=O)c1cc2cc(Br)ccc2oc1=O	57	97	70	50	68	80	85	74	103
C=CCN1C(=O)/C(=C/C(=O)OCC)S/C1=N\Nc1cc(=O)[nH]c2ccc(C)cc12	104	110	107	102	100	106	109	95	106
Cc1ccc2nc(CN(CCN(Cc3nc4ccc(C)cc4[nH]3)Cc3nc4ccc(C)cc4[nH]3)Cc3nc4ccc(C)cc4[nH]3)[nH]c2c1	-83*	-100*	-72*	-99*	-85*	-68*	-94*	-94*	-95*
CC(=O)OCC1OC(OC2OC(COC(C)=O)C(OC(C)=O)C(OC(C)=O)C2OC(C)=O)C(OC(C)=O)C(OC(C)=O)C1OC(C)=O (stereo not given)	101	112	104	106	103	102	107	96	102
FC(F)(F)c1ccc(Nc2nnc(-c3ccccc3Cl)o2)cc1	102	105	97	94	102	102	103	102	86
CC(C)C(O)C(C)(C)C(O)C#N (stereo not given)	117	106	102	107	103	103	103	103	102
CCN1C(=O)/C(=c2\sc3n(c2=O)C2C(NN=3)N(C)C(=O)N2C)c2ccccc21 (stereo not given)	97	112	105	101	98	112	105	99	.
COc1ccc(Nc2ccn(CCC(=O)NCCC(C)C)c(=O)c2)cc1	94	111	106	99	110	95	67	97	111
CN=C(NC#N)NCCSCc1nc[nH]c1C	102	117	103	105	110	.	121	104	111
O=S1(=O)CCOC1	99	101	97	100	108	105	108	93	106
CCOC(=O)c1ccccc1C	108	115	116	125	101	106	115	105	105
CC1(C)CC(=O)C2=C(C1)N(CCc1ccc(S(N)(=O)=O)cc1)C1=C(C(=O)CC(C)(C)C1)C2c1cccs1	104	112	101	100	101	105	.	108	97
COc1ccc(CCNC(=O)c2c(C)n([O-])c3ccc(F)cc3[n+]2=O)cc1	88	.	99	107	98	104	102	96	110
Cc1ccc(Cl)cc1[N+](=O)[O-]	89	122	120	119	108	101	112	112	110
C/C(=N\N=C\c1cccc([N+](=O)[O-])c1)c1nnn(-c2ccc(Cl)cc2)c1C	92	103	101	103	104	97	.	105	111
COc1ccc(-c2nc(NN3C(=O)C=CC(=O)OC3c3ccc([N+](=O)[O-])cc3)[nH]c(=O)c2Br)cc1 (stereo not given)	107	109	101	114	102	109	111	106	81
COC(=O)C1=Nc2cc(OC)cc(OC)c2/C1=C\c1sc(N2N=C(c3ccccc3)CC2c2ccc(N(C)C)cc2)nc1O (stereo not given)	95	106	99	107	104	104	113	97	100
